# GRK2 inh: blocks RNA aptamer binding to human GRK2; P25098; bead flow cytometry, FAM-aptamer displacement from GRK2; inhibition of aptamer binding, % at 10 µM; 0.59% of 330,000 active;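 active = inhibition of aptamer binding above 40%, roughly 3 SD of noise, on plates passing a quality check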;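 also: median bead fluorescence of bound FAM aptamer so fluorescent compounds give negative values; no value below 0 was filed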
# Target sequence (P25098 whole entry, looked up): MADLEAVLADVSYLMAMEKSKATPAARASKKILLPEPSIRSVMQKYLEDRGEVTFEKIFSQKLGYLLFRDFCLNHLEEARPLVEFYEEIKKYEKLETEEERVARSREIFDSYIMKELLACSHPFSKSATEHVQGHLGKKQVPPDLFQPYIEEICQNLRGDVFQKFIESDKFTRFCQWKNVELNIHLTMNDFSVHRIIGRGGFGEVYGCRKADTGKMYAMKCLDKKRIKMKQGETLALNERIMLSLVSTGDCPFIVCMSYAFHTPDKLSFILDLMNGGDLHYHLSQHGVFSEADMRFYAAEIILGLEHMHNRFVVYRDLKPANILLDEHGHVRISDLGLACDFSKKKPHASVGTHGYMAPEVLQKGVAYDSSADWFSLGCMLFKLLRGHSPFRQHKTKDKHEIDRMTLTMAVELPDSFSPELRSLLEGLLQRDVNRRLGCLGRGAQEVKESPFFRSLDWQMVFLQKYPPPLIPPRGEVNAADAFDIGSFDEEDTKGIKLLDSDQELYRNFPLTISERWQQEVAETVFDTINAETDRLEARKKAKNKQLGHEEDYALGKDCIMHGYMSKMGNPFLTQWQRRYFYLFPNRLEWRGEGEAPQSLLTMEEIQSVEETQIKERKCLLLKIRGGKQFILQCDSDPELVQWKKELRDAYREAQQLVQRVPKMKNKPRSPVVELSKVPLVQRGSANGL
# Bcl-xL primary: inhibitors of human Bcl-xL; 0.7% of 320,000 active; Q07817; AID 2129; inhibition, % at 10.9 µM; GST-Bcl-xL / FITC-Bim BH3 peptide fluorescence polarization;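 active = inhibition above the mean of all tested compounds plus 3 SD, cutoff set per campaign, cut at about 30% in these data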;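 also: 0% = DMSO wells and 100% = unlabeled Bim-BH3 peptide competitor; inhibitors lower millipolarization by displacing the labeled peptide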
# Target sequence (Q07817 whole entry, looked up): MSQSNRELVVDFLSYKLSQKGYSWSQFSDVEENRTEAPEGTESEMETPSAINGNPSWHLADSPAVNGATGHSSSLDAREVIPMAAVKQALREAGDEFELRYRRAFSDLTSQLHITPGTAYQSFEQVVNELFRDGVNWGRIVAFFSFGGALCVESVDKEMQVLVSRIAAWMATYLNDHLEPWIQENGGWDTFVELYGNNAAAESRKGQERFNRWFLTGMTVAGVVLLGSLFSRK
# GLD-1 TGE inh: GLD-1-TGE RNA interaction inhibition (C. elegans) | Q17339 | inhibition, % at 5.96 µM | purified GLD-1 + fluorescein TGE RNA, fluorescence polarization | AID 2280 | 0.44% of 320,000 active;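 active = percent inhibition above a per-plate cutoff, the plate mean of test compounds plus 3 SD, cut at about 30% in these data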;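 also: 0% = DMSO wells with GLD-1 and probe and 100% = wells lacking GLD-1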
# AGP1-GFP MLPCN: modulators of TOR pathway AGP1-GFP in S. cerevisiae. S. cerevisiae AGP1-GFP multiplex flow cytometry, 3 h; GFP as percent of DMSO wells. GFP response vs DMSO, % at 10 µM. 0.02% of 320,000 active. AID 2066;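 active = GFP response relative to DMSO above a set limit, near screen average plus 3 SD, cut at about 150% in these data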;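 also: median GFP channel fluorescence of the gated AGP1 strain per well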
# CIT2-GFP yeast: alters CIT2-GFP fluorescence in TOR pathway yeast screen | 0.065% of 320,000 active | GFP response vs DMSO, % at 10 µM | S. cerevisiae CIT2-GFP strain, flow cytometry, 3 h; 100 means same as DMSO wells;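 active = GFP response relative to DMSO above a set limit, near the screen mean plus 3 SD, cut at about 150% in these data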;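 also: ratio of well median GFP fluorescence to mean of DMSO wells on the plate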
# VLA-4 inh: inhibition in a human VLA-4 binding assay | P13612 | VLA-4 expressing cells, ligand binding flow cytometry | inhibition, % (about 7 µM as worked out from the volumes in the protocol) | 0.2% of 330,000 active | AID 2557; in the data active = inhibition above about 50%
# MCL1-BIM inh: inhibitors of human MCL1 binding to BIM-BH3 peptide | GST-MCL1 / FITC-Bim-BH3 fluorescence polarization | inhibition, % at 10.9 µM | 0.68% of 320,000 active | AID 2057;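 active = inhibition above the mean inhibition of all tested compounds plus 3 SD, set per campaign, cut at about 40% in these data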;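 also: 0% = DMSO wells and 100% = unlabeled Bim-BH3 peptide control; higher means more loss of mP so more displacement of Bim peptide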
# MEX-5 binding: C. elegans MEX-5 TCR-2 RNA binding activity | Q9XUB2 | MEX-5/FITC-TCR2 RNA binding, fluorescence polarization; hits give low values | activity score (negative = inhibition of binding), % at 10 µM | 0.38% of 300,000 active;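 active = inhibition past about -25% in most replicates, and total fluorescence under double the plate's negative control median, limit read from the data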;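 also: 0% = DMSO and -100% = 5 µM competing unlabeled TCR2 RNA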
# Fam108B inh: Fam108B inhibition, counter-screen for RBBP9 inhibitors. recombinant Fam108B, FP-Rh probe fluorescence polarization. AID 1947. inhibition, % at 9.51 µM. 0.33% of 300,000 active;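 active = inhibition above the screen mean inhibition plus 3 SD, computed separately per campaign, cut at about 18% in these data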;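 also: inhibitors lower polarization as less probe binds the enzyme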
# * = called active by the depositor; · = no result given.
SMILES,GRK2 inh,Bcl-xL primary,GLD-1 TGE inh,AGP1-GFP MLPCN,CIT2-GFP yeast,VLA-4 inh,MCL1-BIM inh,MEX-5 binding,Fam108B inh
Cc1nc(C)c(C(=O)C2=C(O)C(=O)N(CCN3CCOCC3)C2c2ccco2)s1 (centres undefined),0.0,7.2,6.5,92.1,91.8,-3.3,13.3,-2.8,-5.9
O=c1[nH]c(N2CCc3ccccc32)nc2c1CCCC2,3.0,4.7,3.9,97.4,101.1,22.3,2.3,-0.6,3.1
Cc1ccc(C2=CC(=O)CC(C)(C)C2)cc1,7.0,0.5,13.6,67.2,87.5,9.1,-0.9,·,·
CC(=O)C1CCCN(C(=O)c2ccc3nc(Cc4cccc(Cl)c4)oc3c2)C1 (centres undefined),2.0,4.5,-6.1,101.4,·,-0.2,6.8,2.2,-2.6
S=c1[nH]nc(Nc2ccccc2)s1,1.0,2.5,-1.3,105.6,100.7,6.8,-14.5,2.6,-2.7
CCOC(=O)C1CCN(C(=O)CCn2c(=O)[nH]c3ccsc3c2=O)CC1,0.0,1.2,8.3,105.9,99.8,13.2,-0.1,·,2.8
CC(C)NC(=O)CN(C(=O)CCC(=O)Nc1ccccn1)c1ccc(F)c(Cl)c1,0.0,4.2,-1.2,103.3,104.9,4.8,8.9,-0.6,5.7
COc1ccccc1CNc1ccc2nnc(CCNC(=O)c3ccc(C)cc3)n2n1,0.0,2.3,-2.2,111.1,103.2,0.4,5.4,-0.7,-0.8
Cc1ccc(-c2n[nH]c(=S)n2/N=C/c2cccn2C)cc1,2.0,-17.8,2.2,85.8,93.8,14.3,-16.6,-3.2,-4.1
CCC(=O)Nc1c(C)c(CC)nc2ccccc12,0.0,-1.0,8.5,99.7,103.6,-4.8,8.1,-2.8,0.7
COc1cc(C=O)ccc1OCCCOc1ccccc1C(=O)O,0.0,21.0,2.0,98.9,96.3,5.0,9.9,2.8,2.1
CCSc1nnc(NC(=O)CSC2=NCCS2)s1,0.0,3.8,8.9,97.6,110.9,43.5,0.3,·,1.5
Cc1ccc(C(=O)OC(C)CN2CCOCC2)cc1 (centres undefined),1.0,-2.2,8.1,93.5,90.4,10.5,-5.4,-1.0,3.2
Cc1cc(O)c(Sc2ccccc2)c(=O)o1,0.0,2.2,-0.2,102.7,90.0,1.4,2.1,1.5,-2.4
Cc1nnc(SCC(=O)NC2CCCC2)n1-c1ccccc1,3.0,1.7,-7.6,97.3,97.9,0.1,2.2,·,·
COc1ccc(C)cc1NC(=O)COC(=O)c1ccc2c(c1)OCO2,1.0,-6.5,5.7,100.3,110.7,-1.1,-3.9,·,·
CC(Sc1nc2ccccc2s1)C(=O)NCc1ccc2c(c1)OCO2 (centres undefined),0.0,-0.2,6.0,98.7,87.4,17.5,2.7,1.1,0.8
COc1ccc(-c2c(C)nn(Cc3ccccc3)c2N)cc1,1.0,7.3,-1.9,109.0,103.1,16.9,5.9,1.1,-2.6
CCOC(=O)c1c(NC(=O)CN2CCCc3ccccc32)sc(C)c1CC,0.0,-2.3,1.5,100.8,106.8,9.3,-6.3,4.9,2.2
CCc1nc(SCc2ccccc2C)n[nH]1,0.0,·,·,97.7,104.1,-3.0,·,4.3,·
COc1ccc(C(=O)OCC(=O)N2C(C)CCCC2C)cc1S(=O)(=O)N1CCOCC1 (centres undefined),3.0,·,5.9,101.5,97.7,4.5,·,·,·
O=C(CCCN1C(=O)C(c2ccccc2)Oc2cccnc21)NCc1ccccc1Cl (centres undefined),3.0,2.0,0.5,104.8,104.1,9.9,0.7,2.0,2.0
CN(C)C(CNC(=O)c1cc2ccccc2o1)c1ccco1 (centres undefined),0.0,·,5.5,97.6,90.1,44.3,·,·,·
COc1ccc(C(=O)NC(C)(C)C)cc1S(=O)(=O)N1CCCC1,0.0,-1.9,-1.2,93.3,96.5,12.8,-6.7,0.3,1.3
CN(CC(=O)Nc1ccccc1Br)C(=O)CNC(=O)c1ccco1,0.0,2.5,-2.0,101.5,88.9,4.2,3.2,-2.0,3.9
CC(=O)c1cccc(CN2CCN(CC(C)C)C(CCO)C2)c1 (centres undefined),0.0,7.0,5.1,98.9,103.6,1.0,5.7,-4.8,-2.4
N#Cc1ccc(OCC(=O)NCC2COc3ccccc3O2)cc1 (centres undefined),0.0,-4.2,1.2,97.7,94.0,6.1,3.3,·,·
O=C(CN(Cc1ccco1)C(=O)c1ccc([N+](=O)[O-])cc1)Nc1ccccc1C(F)(F)F,1.0,-6.2,-0.1,101.7,98.4,3.3,-10.7,·,·
Cc1ccc(C(=O)NC2CC3CCC(C2)N3Cc2ccco2)cc1 (centres undefined),17.0,1.9,3.2,112.0,103.5,21.0,0.9,0.1,-2.6
O=C(Nc1cccc(S(=O)(=O)N2CCOCC2)c1)c1cn(-c2ccccc2)nc1-c1ccccc1,0.0,0.1,6.3,92.5,93.5,2.5,-3.6,-0.9,-44.3
COc1ccc(CN2CC(C(=O)NCCCN3CCOCC3)CC2=O)cc1 (centres undefined),0.0,1.0,8.3,98.7,111.9,-12.1,-4.9,-1.2,-2.3
COc1ccc(S(=O)Cc2ccc(C(=O)N3CCN(C(=O)c4ccco4)CC3)o2)cc1 (centres undefined),0.0,3.8,0.5,106.7,113.9,17.2,9.7,0.5,-2.0
O=S(=O)(Nc1cccnc1)c1cccc(Cl)c1,1.0,5.4,2.4,107.3,101.8,13.0,8.5,1.3,0.7
CN1CCC(N(C)S(=O)(=O)c2ccc(C(C)(C)C)cc2)CC1,0.0,3.0,-1.3,91.9,103.6,-4.8,-0.9,0.9,0.6
CN(Cc1ccccc1)CC(O)COc1ccc(CNCc2nccn2C)cc1 (centres undefined),0.0,1.7,-13.8,105.4,102.1,8.0,-2.0,3.3,3.5
CCC(C)(C)C1CCC2(CC1)NC(=O)N(CC(=O)NCCc1ccc(OC)c(OC)c1)C2=O (centres undefined),4.0,5.2,4.8,97.3,102.8,30.9,2.6,·,·
Cc1nc2ccccc2c(=O)n1NC(=O)c1ccccc1[N+](=O)[O-],1.0,0.3,5.3,102.7,101.6,25.0,3.5,1.2,5.9
COc1ccc(N(C(=O)c2ccco2)S(=O)(=O)c2cc(Cl)c(Cl)cc2Cl)cc1,0.0,-0.5,4.6,98.2,105.7,5.3,-4.3,-2.3,-0.9
O=C(CNC(=O)c1ccco1)N=Nc1c(O)n(CCc2ccccc2)c2ccccc12,1.0,4.9,5.0,102.6,94.8,30.9,8.9,-0.6,1.2
O=C(CSC1=NS(=O)(=O)c2ccccc2N1)Nc1cccc(F)c1,0.0,4.7,-8.4,109.0,106.5,15.2,-5.1,-2.7,-1.0
Cc1ccc2c(C(=O)CSc3ccccc3)c(C)[nH]c2c1,0.0,-2.1,-2.6,102.7,93.5,-5.4,-6.4,-1.6,-25.4
COCCN(C(=S)Nc1ccc(C)cc1)C(C)c1ccco1 (centres undefined),1.0,2.6,-2.1,105.0,107.4,-0.8,3.1,-0.3,2.4
O=C(Cc1ccccc1[N+](=O)[O-])NC1CC2CCC1C2 (centres undefined),3.0,1.9,3.9,99.2,101.9,-0.6,-6.0,-1.3,0.4
S=c1[nH]c2ccccc2n2cccc12,4.0,6.2,-0.4,96.6,92.0,3.8,3.3,1.1,1.2
CC1(C)CCc2cc(-c3ccn(S(=O)(=O)c4ccccc4Cl)n3)ccc2O1,0.0,-1.4,10.5,102.0,102.2,-0.3,-7.4,-0.5,-1.9
Cc1cc(C(=O)NC2CCCCC2)on1,2.0,-2.3,3.3,107.7,78.0,-2.6,-9.2,-1.0,1.1
CN(C)CCCNC(=O)C(=O)Nc1ccc2c(c1)N(S(=O)(=O)c1cccs1)CCC2,0.0,10.5,-1.1,102.3,97.7,-5.0,12.4,-1.0,1.9
COc1ccc(C(c2sc3nc(C)nn3c2O)N2CCN(CCO)CC2)cc1OC (centres undefined),0.0,0.1,-0.1,97.3,98.2,-11.1,3.5,1.0,-0.4
COc1ccc(C2=NOC(C)(c3sc(-c4ccc(Cl)cc4)nc3C)C2)cc1 (centres undefined),0.0,0.9,0.3,97.1,95.9,-5.1,-3.0,2.2,-4.0
Cc1ccc(NC(=O)C2CCCN(S(=O)(=O)c3cnc[nH]3)C2)cc1C (centres undefined),2.0,2.1,7.2,104.0,106.7,34.4,0.8,-0.4,0.7

# Following part:
SMILES,GRK2 inh,Bcl-xL primary,GLD-1 TGE inh,AGP1-GFP MLPCN,CIT2-GFP yeast,VLA-4 inh,MCL1-BIM inh,MEX-5 binding,Fam108B inh
Oc1ccc(/C=N\Nc2nncc(-c3ccccc3)n2)cc1,0.0,9.3,3.3,95.8,104.0,3.8,3.6,1.5,2.9
O=C(Nc1nnc(-c2ccccc2)s1)c1ccccc1F,1.0,1.2,-0.5,91.4,90.2,0.0,4.6,-0.7,5.3
Cc1ccc(NC(=O)CSc2nnc(C3CCCCC3)n2N)cc1F,0.0,4.6,-4.9,98.6,99.2,10.8,7.5,-0.6,-0.8
CCOc1ccc2nc(NC(=O)Cc3cccs3)sc2c1,3.0,4.3,-2.8,88.8,79.1,7.7,5.0,1.1,5.0
COC(=O)CN1C(=O)Nc2ccc(Cl)cc2C1c1ccccc1 (centres undefined),0.0,5.2,-0.9,99.2,104.1,0.3,5.8,0.5,-0.3
CCCN(CCC)CCCNc1ccc2nnc(-c3ccc(F)cc3)n2n1,0.0,2.3,8.5,104.3,100.9,-5.1,4.5,-2.9,-0.4
N#Cc1c(Cl)nc(-c2ccncc2)nc1-c1ccccc1,17.0,4.9,3.2,89.8,94.7,0.3,6.4,0.7,3.4
CCOC(=O)CNC(=O)C(CO)NC(=O)OCc1ccccc1 (centres undefined),0.0,0.8,5.8,113.3,108.9,12.4,2.6,1.0,-2.9
NC(=O)CC(NC(=O)c1ccc(Br)cc1)c1ccc(NCc2ccc(F)cc2)c([N+](=O)[O-])c1 (centres undefined),3.0,7.5,-5.5,78.6,72.4,-4.8,2.1,-0.3,-7.5
Cc1cc(OCC(=O)NC(Cc2ccc(Cl)cc2)C(=O)O)c2c(C)cc(=O)oc2c1 (centres undefined),0.0,-0.8,-5.3,96.0,89.3,1.6,-2.9,2.3,-1.2
Cc1c(CN2CCC(CO)(CC3CCCCO3)CC2)cnn1C (centres undefined),0.0,0.3,-7.2,98.4,85.5,5.1,4.8,0.5,2.3
Cc1ccc(C)c(S(=O)(=O)N2CCN(CC(=O)Nc3ccc4c(c3)OCCO4)CC2)c1,4.0,-5.6,1.9,97.8,99.9,12.5,-6.6,-2.9,0.8
CCOC(=O)c1sc(Nc2cccc(Cl)c2)nc1C,2.0,-2.5,6.9,94.2,96.9,2.2,-4.2,0.2,0.3
COc1ccc(CN2CCc3cc(OC)c(OC)cc3C2)cc1O,1.0,-3.6,3.3,112.8,108.4,1.4,-6.0,1.0,2.5
CCNc1nc(NC(C)C)nc(N(C#N)Cc2ccccc2)n1,2.0,-1.0,-1.4,108.4,108.8,-6.2,-10.3,2.1,-4.6
O=C(NCC1CCCN1S(=O)(=O)c1cccs1)c1c(F)cccc1F (centres undefined),0.0,2.7,-10.0,109.4,94.2,2.5,-0.4,2.5,0.0
CCOc1ccc(CCNC(=O)c2cc(C)nn2-c2ccccc2)cc1,0.0,2.0,-0.6,109.7,105.9,-1.5,10.4,4.0,2.4
C/C(=N\OC(=O)c1cccc(Cl)c1)c1sc(C)nc1C,3.0,0.1,8.8,89.5,93.4,3.6,4.2,0.8,-0.6
Cc1c(C(c2ccc(C(=O)O)cc2)c2c(C)n(C)n(-c3ccccc3)c2=O)c(=O)n(-c2ccccc2)n1C,0.0,0.3,6.8,99.0,101.3,0.6,4.0,2.2,-4.2

# Assay outcomes (PubChem BioAssay)
